# DAX1 inh-1 = DAX1 (NR0B1) inhibition, primary screen; HEK293T StAR-luciferase reporter, SF-1/DAX-1 repression relief; inhibition, % at 6.8 µM; hit rate 1.1% among 370,000; AID 652010;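 active = inhibition above the mean over all tested compounds plus 3 SD, cut at about 3.6% in these data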;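 note: 0% = DAX-1 cells with DMSO and 100% = cells lacking DAX-1 with DMSO; higher inhibition means more luminescence from relief of DAX-1 repression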
# HGIII-sPLA2 inh = Blocks human group III sPLA2 activity; hit rate 0.56% among 370,000; inhibition, % at 12.2 µM; AID 743126; QFRET BODIPY PC-A2 liposome hydrolysis, fluorescence; Q9NZ20;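 active = inhibition above mean plus 3 SD of compounds lying within the high and low control bounds, cut at about 19% in these data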;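 note: 0% = median of test compound wells and 100% = no enzyme DMSO wells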
# Target sequence (Q9NZ20 whole entry, looked up): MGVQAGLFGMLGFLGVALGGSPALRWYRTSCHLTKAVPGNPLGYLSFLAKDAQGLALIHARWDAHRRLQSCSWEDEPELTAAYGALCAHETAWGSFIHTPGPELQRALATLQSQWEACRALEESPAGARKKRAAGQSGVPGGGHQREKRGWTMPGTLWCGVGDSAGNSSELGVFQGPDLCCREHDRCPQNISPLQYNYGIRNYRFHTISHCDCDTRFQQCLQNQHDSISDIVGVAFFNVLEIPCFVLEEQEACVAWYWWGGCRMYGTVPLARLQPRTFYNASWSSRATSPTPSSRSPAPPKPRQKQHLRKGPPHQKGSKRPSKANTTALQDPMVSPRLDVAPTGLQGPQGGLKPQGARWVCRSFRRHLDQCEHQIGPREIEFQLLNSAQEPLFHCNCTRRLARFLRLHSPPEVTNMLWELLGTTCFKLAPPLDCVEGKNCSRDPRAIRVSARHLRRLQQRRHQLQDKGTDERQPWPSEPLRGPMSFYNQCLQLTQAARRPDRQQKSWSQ
# SMARCA2 act = SMARCA2 function activation, primary screen; MG213 cells, MMTV-luciferase reporter, dexamethasone, overnight; activation, % at 9.1 µM; hit rate 1% among 370,000; AID 652017; in the data active = activation above about 7.8%;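 note: 0% = vehicle wells and 100% = reference activator wells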
# hcDAF12 agonist = activates DAF-12 receptor from parasite H. contortus; HEK293 hcDAF-12 lit1-tk-luc reporter, luminescence; 0% DMSO, 100% Δ7-dafachronic acid; activation, % at 6.8 µM; hit rate 1.4% among 370,000;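 active = activation above the mean of all tested compounds plus 3 SD, cut at about 5.5% in these data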;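 note: 100% = response to 3 µM Δ7-dafachronic acid high control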
# ADAM10 inh = inhibits human ADAM10; O14672; recombinant ADAM10, EDANS/DABCYL FRET peptide cleavage, 3 h; inhibition, % at 7 µM; hit rate 0.62% among 370,000;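 active = inhibition above a per-campaign cutoff equal to the mean of compounds falling between control-based bounds plus 3 SD, cut at about 20% in these data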;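 note: 0% = DMSO wells while the 100% control is not disclosed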
# GC-B act = GC-B (human) receptor activation. P20594. HEK293-GC-B cells, CNP EC30, cGMP TR-FRET; 0% at EC30 CNP, 100% saturating CNP. activation, % at 10 µM. hit rate 0.11% among 370,000. AID 1920062;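 active = activation at 10 µM reaching about 35% in either raw or pattern-adjusted values, limit read from the data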
# NPR1 activator = GC-A (human) enzyme activation. P16066. HEK293 GC-A cells, cGMP TR-FRET, EC30 ANP; 0% at EC30 ANP, 100% saturating ANP. activation, % at 10 µM. hit rate 0.14% among 370,000. AID 1671463; in the data active = activation above about 40%
# GAA850 FXN act = increases GAA850 frataxin promoter reporter activity | HEK293 lucGAA850 FXN promoter luciferase reporter, 24 h; percent of 10 µM SAHA response | activation, % at 6 µM | hit rate 0.56% among 360,000 | AID 540364;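 active = activation above the average of all compounds screened plus 3 SD, cutoff fixed separately per campaign, cut at about 7.5% in these data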;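 note: 0% = DMSO wells and 100% = 10 µM SAHA wells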
# DAX1 inh-2 = NR0B1 (DAX1) inhibition | AID 504766 | inhibition, % at 6.75 µM | P51843 | hit rate 0.99% among 340,000 | HEK293 Gal4-DAX1 luciferase reporter, luminescence;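 active = inhibition above the mean over all tested compounds plus 3 SD, cut at about 4.2% in these data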;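 note: 0% = DAX1-transfected cells with DMSO and 100% = empty-vector control cells with DMSO; inhibition shows as a rise in luminescence from relieved DAX1 repression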
# Target sequence (P51843 207-470 limits assumed): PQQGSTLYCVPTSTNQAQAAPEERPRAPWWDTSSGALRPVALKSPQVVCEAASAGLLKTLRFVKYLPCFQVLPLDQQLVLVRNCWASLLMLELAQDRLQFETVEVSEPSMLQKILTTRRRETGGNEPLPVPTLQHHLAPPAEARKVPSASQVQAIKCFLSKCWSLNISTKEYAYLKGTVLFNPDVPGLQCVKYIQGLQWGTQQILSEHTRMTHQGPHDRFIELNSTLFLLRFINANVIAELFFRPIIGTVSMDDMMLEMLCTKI
# ssDAF12 agonist = activates DAF-12 receptor from parasite S. stercoralis; AID 652126; activation, % at 6.8 µM; HEK293 ssDAF-12/GRIP1 lit1-tk-luc reporter, luminescence; % of 3 µM dafachronic acid response; hit rate 1% among 370,000;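 active = activation above the mean over all tested compounds plus 3 SD, cut at about 0.9% in these data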;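 note: 0% = DMSO-only wells and 100% = 3 µM delta7-dafachronic acid wells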
# hgDAF-12 ag = agonists of H. glycines DAF-12 nuclear receptor; HEK293 GAL4-hgDAF12 UAS-luciferase reporter, agonist luminescence; normalized to butyrate control; activation, % at 6.8 µM; hit rate 1.8% among 370,000; AID 687014;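 active = activation above a cutoff set at the mean of all screened compounds plus 3 SD, cut at about 10% in these data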;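 note: 0% = DMSO wells and 100% = sodium butyrate wells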
# Numbers without * were called inactive; . = not tested or not shown.
Compound	DAX1 inh-1	HGIII-sPLA2 inh	SMARCA2 act	hcDAF12 agonist	ADAM10 inh	GC-B act	NPR1 activator	GAA850 FXN act	DAX1 inh-2	ssDAF12 agonist	hgDAF-12 ag
CC1=NN(c2ccc(Cl)c(C(=O)O)c2)C(=O)/C1=C/c1ccc(-c2ccccc2[N+](=O)[O-])o1	-0.1	3	2	0.2	-1	-6	-1	0.5	-0.8	-0.3	2.7
COc1cccc(/C=C2\SC(=S)N(CC3CCCO3)C2=O)c1 (centres undefined)	-0.8	-7	-1	0.4	3	-2	-6	3.2	-0.9	-0.3	13*
O=C(NCc1nnc(SCC(=O)N2CCN(c3ccccc3)CC2)o1)c1ccc(F)cc1	0.6	-3	0	-0.7	-1	3	1	-1.1	1.1	-1.0	0.0
CC1CCCC(NC(=O)CSc2n[nH]c(N)n2)C1C (centres undefined)	-0.2	5	-2	1.5	-9	-4	-2	0.5	-0.5	-1.3	2.6
O=C(CN1C(=O)NC2(CCc3ccccc32)C1=O)Nc1c(Cl)cccc1Cl (centres undefined)	-1.9	13	-2	1.6	-14	3	3	-0.7	-0.6	-0.6	1.5
CCc1ccc(S(=O)(=O)NCCc2cn3ccsc3n2)s1	-0.2	-6	-4	0.8	-4	3	-1	-0.2	-0.5	-1.6	3.2
CCn1cc(C2Nc3ccccc3C(=O)N2O)c(C)n1 (centres undefined)	0.5	6	3	2.9	-25	2	-3	-0.1	0.5	-0.4	7.6
CC1Cc2ccccc2N1C(=O)Cn1cc(C(F)(F)F)ccc1=O (centres undefined)	-0.9	-4	3	-1.6	-20	3	2	-1.2	0.5	0.2	2.1
CC(OC(=O)Cc1c[nH]c2ccccc12)C(=O)NC1CCCCC1C (centres undefined)	0.5	-81	0	0.2	-9	-2	-4	-0.6	-0.2	-1.2	-2.5
O=C(C1CCN(S(=O)(=O)N2CCC3(CC2)OCCO3)CC1)N1CCCCC1	-0.2	0	-1	-2.1	-1	5	0	0.1	-0.3	-1.3	2.2
CCOC(=O)c1sc2ncn(C(CC)C(=O)OCC)c(=O)c2c1C (centres undefined)	-0.6	3	3	-1.1	2	2	7	4.7	1.1	-1.3	3.2
COCCNC(=O)C1CCCN(C(=O)/C=C/c2ccccc2)CC1 (centres undefined)	0.2	0	-2	-0.8	-3	-3	2	0.6	.	-1.5	-2.0
Fc1ccc(NC(=S)Nc2ccccc2N2CCOCC2)cc1Cl	-0.4	12	0	0.4	-6	10	0	1.7	1.2	-1.6	-0.4
COCCCn1c(SCC(=O)NCc2ccco2)nc2sc3c(c2c1=O)CCC3	0.4	-1	-1	-1.6	-8	4	3	1.2	1.4	-1.7	-0.1
CCOc1nc(C)ccc1-c1noc(-c2ccccn2)n1	1.3	4	4	-2.0	0	-6	8	6.6	-0.7	-0.6	1.1
COc1ccccc1-c1nc(SCC(=O)N(C)c2ccccc2)c2c(=O)n(C)c(=O)n(C)c2n1	-0.9	0	-2	-1.3	-7	-6	-4	0.8	-0.1	-2.1	-0.6
CCCCNC(=S)N/N=C/c1ccc(C)s1	2.0	3	3	0.8	-14	3	0	-1.1	1.1	-1.0	4.8
COc1ccc(CCNCC(=O)Nc2ccc(C)c(S(=O)(=O)N(C)C)c2)cc1	-0.4	-4	-3	-1.0	-4	-2	-3	1.1	0.0	-1.7	-0.4
C[C@@H]1CCCCO[C@H](CN(C)Cc2ccc(C(=O)O)cc2)[C@@H](C)CN([C@H](C)CO)C(=O)c2cc(N(C)C)ccc2O1	1.4	6	1	0.1	-9	-1	-2	0.4	1.3	-0.7	0.0
Cc1noc(C)c1CCC(=O)Nc1cc(C(=O)O)ccc1Cl	0.6	2	-3	0.0	2	3	3	-2.2	0.5	-0.4	4.1
COc1ccc(CNC(=O)CCC(=O)Nc2nnc(C(F)(F)F)s2)cc1	0.0	0	-1	0.2	8	2	1	1.4	0.6	-0.6	1.4
CCCN(CC1CC1)c1c2c(nc3ncnn13)CCCC2	-0.8	0	-5	-3.4	-1	-2	2	.	.	-0.9	0.0
COc1cc(-c2noc(C)c2C#Cc2ccsc2)cc(OC)c1OC	-1.2	-5	-2	0.3	0	-15	-15	1.9	-0.6	-1.2	-2.1
COc1ccc(CNC(=O)C(=O)NCC2OCCCN2S(=O)(=O)c2cccs2)cc1 (centres undefined)	-0.8	3	-3	-2.0	-13	-2	3	1.0	-0.4	-1.4	-1.7
Cc1nn(C)c(C)c1NS(=O)(=O)c1ccc(Cl)s1	-2.0	8	-4	-1.2	-17	1	0	-0.7	-1.0	-1.4	-0.7
Cc1cc(NC(=O)CSc2nc3ccsc3c(=O)n2Cc2ccccn2)n[nH]1	1.0	-3	3	-0.4	-20	2	1	2.4	2.8	-1.0	1.9
CCN1C(=O)c2cccc3c(S(=O)(=O)Nc4ccc(OC)cc4OC)ccc1c23	-0.9	-5	0	1.2	4	-3	1	-2.0	0.6	-1.6	-2.7
N#Cc1ccsc1NC(=O)CN1CCCCC1	-0.8	-2	-1	-2.2	-8	4	2	-1.5	0.3	-0.6	-0.1
CCN(CC)CCN(Cc1cc2ccc(C)c(C)c2[nH]c1=O)C(=S)NCc1ccco1	2.3	8	-1	-2.8	-17	2	3	-6.6	-3.0	-1.8	-11
Cc1nc([N+](=O)[O-])cn1-c1nc2ccccn2c1[N+](=O)[O-]	0.0	4	-1	-0.4	-6	6	1	4.3	0.1	-1.0	-3.0
CCOC(=O)Cc1csc(NS(=O)(=O)c2ccc(NC(C)=O)cc2)n1	0.1	-7	-1	1.4	-3	6	5	0.8	0.8	-1.0	0.1
COc1ccc(NC(=O)Cn2c(=O)n(-c3ccccc3)c(=O)c3oc4ccccc4c32)c(OC)c1	-0.4	4	1	-3.1	0	-11	-36	-2.8	-0.6	-1.0	-2.4
Cc1cccc(C)c1Cn1c(C)c(C(=O)NCc2ccc([N+](=O)[O-])cc2)sc1=O	-3.0	-17	-1	-4.8	14	-3	-3	-3.1	.	-1.9	-2.9
O=C(NCCCN1CCCC1=O)Nc1ccccc1Cl	-0.5	2	1	-2.5	5	2	2	1.7	-0.1	-1.2	1.9
C/C(=N\Nc1ccc(C(=O)c2c(C)cc3ccccn23)cc1[N+](=O)[O-])c1ccc(O)cc1	-0.1	1	-2	-0.8	0	-6	-13	-0.2	3.0	-1.2	-0.8
O=C(COC(=O)c1cccc(Br)c1)NCCNC(=O)COC(=O)c1cccc(Br)c1	-0.2	4	-1	1.5	3	3	-5	1.9	0.8	-1.3	0.7
Cc1nc2cc(C(=O)N3CCN(C)CC3)ccc2n1C	0.1	14	-2	0.1	-15	5	-2	1.0	0.9	-1.4	-0.2
CCCOP(=O)(c1ccc(N(C)C)cc1)C(O)c1ccncc1 (centres undefined)	-0.2	4	4	-0.3	10	-3	4	-0.6	-0.7	-1.0	-1.6
CC(C)=CCc1c(O)ccc2c1OC(c1ccc(O)c(O)c1)CC2=O (centres undefined)	-0.9	-19	-4	-4.4	-20	5	5	3.4	-2.5	-2.4	-8.4
O=C(Nc1nncs1)c1cccc(S(=O)(=O)N2CCCCC2)c1	-0.1	-2	0	1.0	3	1	0	-2.3	2.7	-1.1	-1.4
CC(=O)NCCc1ccc(C(=O)Cn2cnc3ccccc3c2=O)cc1	-0.7	6	6	4.9	3	0	3	-0.1	0.5	-1.1	1.8
CC(C)(C)OC(=O)N1CCC(c2c(C(=O)NC3CC3)cnn2-c2ccc(Cl)cc2)CC1	0.9	-2	-2	-2.4	5	-2	3	2.9	-0.2	-1.6	-0.6
CCCC(=O)N/C(N)=N/c1nc2ccccc2o1	1.2	-1	4	5.3	-4	4	13	3.4	2.1	-0.2	10
O=C(C1CCCN(C2CC(=O)N(c3ccc(F)cc3)C2=O)C1)N1CCCC1 (centres undefined)	1.0	-6	-2	0.5	1	0	-2	0.8	0.6	-0.6	1.6
COc1ccccc1Cc1c(-c2ccco2)nc2cc(C)c(Br)c(C)n12	0.5	16	-2	1.1	5	-4	-10	.	.	-0.2	1.2
COC(=O)c1ccc(NC(CC(C)C)C(=O)OC)c([N+](=O)[O-])c1 (centres undefined)	0.2	-1	-1	-0.2	1	-1	0	0.8	-1.1	-1.4	0.1
Cn1nccc1C(=O)N/N=C/c1ccccc1[N+](=O)[O-]	0.8	-2	5	0.2	0	1	-3	3.1	2.0	-0.8	6.4
Cc1nc2sc(C(N)=O)c(N)c2c(C)c1CC(=O)c1ccccc1	1.4	10	-1	-0.2	-5	5	0	-5.2	-0.1	-0.9	12*
O=C(COc1ccc(-c2nnco2)cc1)Nc1cc([N+](=O)[O-])ccc1F	-3.6	-2	4	-0.7	-11	1	-6	-0.7	0.6	-1.2	-1.3
C=CCn1c(N2CCCC2)nc2c1c(=O)n(C)c(=O)n2C	0.0	4	-3	-0.9	10	2	-1	1.2	-0.5	-1.8	0.5

# More results.
Compound	DAX1 inh-1	HGIII-sPLA2 inh	SMARCA2 act	hcDAF12 agonist	ADAM10 inh	GC-B act	NPR1 activator	GAA850 FXN act	DAX1 inh-2	ssDAF12 agonist	hgDAF-12 ag
COC(=O)C1=NN(C(=O)c2cccc(Cl)c2)C(O)(C(C)(C)C)C1 (centres undefined)	0.0	11	7	-0.4	10	-1	-1	4.2	1.0	0.3	7.7
CCOC(=O)CSc1nnc(NCC(=O)OC(C)C)c(=O)[nH]1	0.4	-1	4	-2.1	7	3	4	0.0	-0.8	-1.3	0.2
Cc1ccc(Nc2nnc(-c3ccc(N4CCOCC4)c([N+](=O)[O-])c3)c3ccccc23)cc1	-0.5	0	-3	0.4	-2	13	6	2.7	2.1	-2.4	-2.8
O=C(Nc1cc(S(=O)(=O)N2CCOCC2)ccc1Cl)C1CCC1	0.4	3	-1	1.8	-1	-6	3	0.1	0.4	-0.7	1.1
CN1CCN(S(=O)(=O)c2ccc(Oc3ccc(F)cc3Br)nc2)CC1	-0.1	-4	-3	-2.5	-5	2	-1	-0.6	0.4	-2.3	-0.6
COc1ccc(C(C)=O)cc1CN1C(=O)NC(c2ccccc2)(c2ccccc2)C1=O	0.6	0	0	-2.2	2	-5	-7	-0.1	-0.7	-1.3	0.8
COC(=O)C1CCN(C(=O)CN2CCC(C(=O)c3ccc(C)cc3)CC2)CC1	0.0	3	-3	-2.4	-12	-3	1	.	.	-1.1	-0.2
O=C(CCNC(=O)c1ccc([N+](=O)[O-])cc1)Nc1ccccc1N1CCCCC1	-2.8	0	-1	-2.1	-3	-9	-6	-0.5	1.1	-0.5	-3.5
O=C(N1CCN(S(=O)(=O)c2ccc(Cl)cc2)CC1)n1ccnc1	-1.4	7	-1	-2.2	0	1	0	0.3	0.3	-1.6	-2.0
CN(C)C(=O)c1ccc(Cc2cn(C)c3ccccc23)nc1	-1.0	7	-5	2.2	-20	3	4	0.8	.	-0.6	0.1

# High-throughput results: PubChem BioAssay, several laboratories
